Growth percent in the NCI-60 one-dose screen (48 h, 10 µM unless noted): 100 = growth as untreated, 0 = no growth, -100 = all killed.
SK-MEL-28 – SK-MEL-28 melanoma | 81,000 tested, 4.1% active
SK-MEL-2 – SK-MEL-2 melanoma; 77,000 tested, 4.7% active; AID 1794763
UACC-257 – UACC-257 melanoma; 78,000 tested, 4.4% active; AID 1794764
LOX IMVI – LOX IMVI melanoma. 79,000 tested, 7.4% active
MALME-3M – MALME-3M melanoma. 78,000 tested, 5.8% active. AID 1794766
HS 578T – HS 578T breast cancer; 78,000 tested, 4.1% active
UACC-62 – UACC-62 melanoma | AID 1794756 | 81,000 tested, 5.4% active
SK-MEL-5 – SK-MEL-5 melanoma. 80,000 tested, 6.4% active. AID 1794755
An asterisk follows results filed as active; . = no result given; & = joins results of further samples; [ ] = another dose, or the depositor's remark. Rule for the calls: active = growth percent below 10; inactive = the rest. This is a random part of the collection; any-hit rate near 11%.

SMILES | SK-MEL-28 | SK-MEL-2 | UACC-257 | LOX IMVI | MALME-3M | HS 578T | UACC-62 | SK-MEL-5
CC1CCC(=O)CC1C (configuration not stated) | 104 | 114 | 102 | 96 | 119 | 110 | 98 | 105
CC1(C)Cc2c(C#N)c(N)c3c(c2CO1)C(=O)OC3=O | 105 | 112 | 99 | 95 | 109 | 99 | 99 | 104
CN1CCN(CC(=O)Nc2nc(-c3cccc(NS(=O)(=O)c4cccc5c(N(C)C)cccc45)c3)cs2)CC1 | 78 | 94 | 91 | 30 | 84 | 75 | 54 | 49
Cc1csc(/N=C(N)/N=C(\N)c2ccccc2F)n1 | 110 | 102 | 100 | 98 | 93 | 101 | 91 | 98
Cc1cnc(NC(=O)C(Cc2ccccc2)NC(=O)c2ccccc2)s1 (configuration not stated) | 89 | 43 | . | 56 | 54 | 86 | 62 | 26
CCOC(=O)CN1CCC(C2(c3cc4ccccc4[nH]3)OCCO2)CC1 | 110&128 | 108&99 | 99&99 | 97&100 | 100&108 | 103&103 | 99&111 | 105&105
N#Cc1ccc(C(=O)CSc2nc3c(c(Nc4cccc(S(N)(=O)=O)c4)n2)CCCC3)cc1 | 98 | . | 100 | 94 | 104 | 103 | 87 | 82
O=C1/C(=C/c2cc3cc4c(cc3nc2Cl)OCCO4)SC(=S)N1CCc1ccc(O)cc1 | 111 | 100 | 98 | 97 | 103 | 101 | 97 | 99
CCCCNc1nc2ccccc2n2c1nc1ccccc12 | 116 | 110 | 117 | 97 | 124 | 106 | 83 | 100
CSC1=NC=C(C#N)C2=NC(c3c(Cl)cccc3Cl)NN12 (configuration not stated) | 102 | 115 | . | 105 | 87 | 105 | 100 | 100
CCC(=O)C(CC)c1ccccc1OC (configuration not stated) | 106 | 101 | 105 | 100 | 104 | 106 | 99 | 98
CC(=O)c1ccc(NC(=O)CSc2nnc(-c3ccncc3)n2-c2ccccc2)cc1 | 99 | 99 | 95 | 103 | 104 | 89 | 93 | 98
C=CCNCCCN1C(=O)c2ccc3c4c(ccc(c24)C1=O)C(=O)N(CCCNCC=C)C3=O | -76* | -36* | -84* | -78* | . | -41* | -80* | -99*
O=C(O)/C=C\C(=O)Nc1ccc(O)cc1 | 121 | 90 | 99 | 94 | 116 | 122 | 109 | 104
CC(C)(CCN=C(N)Nc1cnc(C(F)(F)F)nc1)Oc1ccc(C(F)(F)F)cc1 | 91 | 98 | 84 | 83 | 99 | 82 | 90 | 81
CC12CCC(=O)N1CCc1[nH]cnc12 (configuration not stated) | 106 | 99 | 94 | 99 | 96 | 98 | 99 | 99
C[C@H]1[C@H](C)CC[C@]2(C(=O)O)CC[C@]3(C)C(=CC[C@@H]4[C@@]5(C)Cc6c([nH]c7ccccc67)C(C)(C)[C@@H]5CC[C@]43C)[C@H]12 | 99 | 98 | 91 | 74 | 100 | 93 | 93 | 102
CC(=O)OC[C@]1(C)CC[C@]2(C)CC[C@]3(C)C(=C2C1)C=C[C@@H]1[C@@]2(C)CCCNC(C)(C)[C@@H]2CC[C@]13C | 112 | 117 | 109 | 103 | 125 | 103 | 99 | 100
CC(=O)Nc1c(C)cc(C)cc1C | 112 | 102 | 104 | 97 | 102 | 111 | 107 | 100
N#C/C(=N/Nc1cccc2c1C(=O)c1ccccc1C2=O)c1nn[nH]n1 | 104 | 110 | 103 | 94 | 106 | 99 | 103 | 98
CCOC(=O)C(C#N)(Cc1ccc2ccccc2n1)Cc1ccc2ccccc2n1 | 116 | 99 | 101 | 91 | . | 99 | 92 | 101
COc1cc2cc(Oc3ccc(NC(=O)c4ccc(Cl)c(Cl)c4)cc3)c(C)nc2cc1OC | 93 | 83 | 60 | 75 | 75 | 69 | 67 | 33
CC(C)c1ccc2c(c1)[C@@H](O)C[C@@H]1C(C)(C)C(=O)[C@@H](O)C[C@@]21C | 112 | 107 | 104 | 104 | 106 | 99 | 99 | 102
C/C(=C\c1cccs1)[N+](=O)[O-] | 102 | 102 | 103 | 101 | 104 | 93 | 100 | 104
CCCCCCCCCCCCOC(=O)CCl | 101 | . | . | 94 | 95 | 103 | 97 | 103

Remaining list, next part.
SMILES | SK-MEL-28 | SK-MEL-2 | UACC-257 | LOX IMVI | MALME-3M | HS 578T | UACC-62 | SK-MEL-5
Cc1ccc(C(=O)Nn2c(COc3ccccc3)nc3ccccc3c2=O)cc1 | 104 | 105 | 114 | 95 | 99 | 104 | 75 | 96
CCn1c(-c2ccc(Br)cc2)cc(-c2cccn2C)c(C#N)c1=O | 113 | 107 | 98 | 99 | 168 | 112 | 90 | .
COc1cc2cc(NCc3ccc(F)cc3)nc(C)c2cc1OC | 35 | . | 89 | 6.6* | 88 | 76 | 28 | 38
CCOC(=O)C(C(C)=O)C(c1ccc(N(C)C)cc1)c1ccc(N(C)C)cc1 (configuration not stated) | 109 | 101 | 88 | 95 | 104 | 96 | . | 92
COc1ccc(/C=N/NC(=O)C(=O)N/N=C/c2ccc(OC)c(S(=O)(=O)O)c2)cc1S(=O)(=O)O | 107 | 111 | 119 | 92 | 107 | . | 108 | 110
O=C(Nc1cccnc1)c1cccs1 | 44 | 120 | 101 | 83 | . | 75 | 73 | 68
CC(C)OC(=O)Nc1cc(Cl)ccc1Cl | 109 | 92 | 86 | 107 | 97 | 107 | 94 | 105
COc1ccc2c(c1)O/C(=C/c1ccc(OCC(=O)Nc3ccncc3)c(OC)c1)C2=O | 117 | 102 | 97 | 99 | 111 | 95 | 94 | 94
Cc1nccn1CC(=O)c1ccccc1 | 102 | 113 | 99 | 100 | 97 | 104 | 100 | 102
COc1cc(/C=C2\SC(=S)N(NC(=O)CSc3nnc(Cc4ccccc4Nc4c(Cl)cccc4Cl)n3-c3ccccc3)C2=O)cc(OC)c1 | 98 | 101 | 99 | 96 | 98 | 90 | 87 | 95
COc1cc(-c2nnc(SCC(=O)Nc3ccc(C(=O)/C=C/c4ccc(Cl)cc4)cc3)n2-c2ccccc2)cc(OC)c1OC | 110 | 92 | 100 | 95 | 115 | 97 | 91 | 97
O=C1CCCN1C(O)CCN(Cc1ccccc1)Cc1ccc(Cl)cc1 (configuration not stated) | 115 | 101 | 106 | 97 | 109 | 104 | 102 | 106
NC(Cn1ccc(=O)c(O)c1)C(=O)O (configuration not stated) | 82 | 59 | 89 | 100 | 183 | 91 | 105 | 111
COC[C@]12CC[C@@H](C)[C@H](C)[C@H]1C1=CC[C@@H]3[C@@]4(C)CCCNC(C)(C)[C@@H]4CC[C@@]3(C)[C@]1(C)CC2 | -60* | 59 | 20 | -88* | -37* | 74 | 17 | 36
C=C1C(=O)O[C@H]2[C@H]1CC/C(COC(=O)NCCc1ccc(OC)cc1)=C\CC[C@@]1(C)O[C@@H]21 | -5.9* | 63 | . | -27* | -8.7* | 46 | -47* | 72
O=C(c1ccccc1)c1ccco1 | 111 | 104 | 89 | 90 | 108 | 118 | 93 | 106
COc1ccc(-c2nc3c(ncc4ccc(-c5ccccc5OC)nc43)s2)cc1 | 111 | 93 | 113 | 88 | 129 | 109 | 99 | 88
Cc1cccc(CSc2ncnc3nc[nH]c23)n1 | 133 | 112 | 104 | 102 | 86 | 126 | 100 | 113
Cc1cc(C)cc(N2C(=O)C=CC2=O)c1 | 115&109 | 111&102 | 103&97 | 100&102 | 95&100 | 106&103 | 100&98 | 97&101
CN(C)c1nc(NCCNS(=O)(=O)c2ccc(C(=O)/C=C/c3ccc(F)cc3)cc2)nc(Nc2ccc(F)cc2)n1 | -100* | -90* | -81* | -100* | -83* | -11* | -97* | -100*
COc1cc(NC(=O)c2ccccc2)c(OC)cc1N | 107 | 102 | 101 | 93 | 117 | 93 | 102 | 101
NC(=O)C(O)c1ccccc1 (configuration not stated) | 122 | 124 | 61 | 106 | 106 | 109 | 108 | .
O=C(c1ccccc1O)N1CCOCC1 | 121 | 103 | 112 | 104 | 117 | 119 | 110 | 112
CNC(=O)Nc1ccc(S(N)(=O)=O)cc1 | 123 | 109 | 108 | 106 | 111 | 101 | 101 | 105
COc1cc2oc(-c3cccc(C(=O)Nc4ccc(C#N)cc4)c3)cc(=O)c2c(O)c1OC | 33 | 74 | 89 | 56 | 48 | 83 | 42 | 70

Next section
SMILES | SK-MEL-28 | SK-MEL-2 | UACC-257 | LOX IMVI | MALME-3M | HS 578T | UACC-62 | SK-MEL-5
CC(O)CNC1c2ccccc2CC1O (configuration not stated) | 118&105 | 119&121 | 95&86 | 95&99 | 97&128 | 101 | 97&103 | 110&99
C[N+](C)(C)CCC1CCCCC1 | 101 | 120 | 93 | 101 | 112 | 104 | 100 | 97
CC(=O)[C@@]1(O)CCC2C3C[C@H](C)C4=CC(=O)C=CC4(C)[C@@]3(F)[C@@H](O)C[C@@]21C (some centres not stated) | 112 | 98 | 107 | 97 | 91 | 135 | 101 | 95
COC(=S)SCN(CSC(=S)OC)c1ccccc1Cl | 111 | 104 | . | 97 | 105 | 101 | . | 92
O=C(N/N=C/[C@@H](O)[C@H](O)[C@H](O)CO)c1ccc(NC(=O)c2cccnc2)cc1 | 103 | 120 | 100 | 101 | 110 | 104 | 99 | 106
COc1cc(C=O)ccc1OC(=O)c1cc(-c2ccccc2)n(-c2ccc(S(C)(=O)=O)cc2)n1 | 114 | 110 | 104 | 102 | 100 | 106 | 92 | 106
CCCCC/C=C\C/C=C/CCCCCCCC1=NC(C)(CO)CO1 (configuration not stated) | 121 | 99 | . | 97 | 106 | 96 | 93 | 99
CCOC(=O)c1cc2c([nH]1)-c1oncc1CC2 | 95 | 109 | 103 | 103 | . | 117 | 101 | 102
O=C(CCCCCCNC(=O)c1csc(Br)n1)NO | 29 | 57 | 18 | 14 | 8.9* | 58 | 14 | 18
CC1(/C=N/NC(N)=S)NC(=O)NC1=O (configuration not stated) | 117 | 105 | . | 101 | 107 | 97 | 96 | 100
CCCCCCCC/C=C/CCCCCCCC1=NC(C)(C)CN1C(C)C | -83* | -64* | 11 | -81* | -20* | 6.9* | -60* | -86*
O=C(NNC(=O)c1ccc(Cl)cc1)c1ccc(Cl)cc1 | 87 | 91 | 108 | 96 | 98 | 116 | 99 | 100
C/C(=C\c1cnc(C)s1)[C@@H]1C[C@@H]2O[C@@H]2CCC[C@H](C)[C@H](O)[C@@H](C)C(=O)C(C)(C)[C@@H](O)CC(=O)O1 | 75 | 27 | 76 | 46 | 55 | 39 | 51 | 34
N#C[Se]CCOC(=O)CCC(NC(=O)c1ccc(NCc2cnc3nc(N)[nH]c(=O)c3n2)cc1)C(=O)O (configuration not stated) | 111 | 96 | 88 | 101 | 93 | 92 | 94 | 99
NC[C@H]1O[C@H](O[C@H]2[C@H](O)[C@@H](O[C@H]3O[C@H](CO)[C@@H](O)[C@H](N)[C@H]3O)[C@H](N)C[C@@H]2N)[C@H](N)C[C@@H]1O | 126 | 129 | 100 | 114 | 109 | 138 | . | 110
O=C(O)CCCN1C(=O)C2C3CCC(C3)C2C1=O (configuration not stated) | 113 | 101 | 111 | 103 | 96 | 115 | 97 | 101
Cc1nn(-c2ccccc2)c2c1N=c1s/c(=C\c3ccc(C(F)(F)F)cc3)c(=O)n1C(C)N2 (configuration not stated) | 137 | 86 | 128 | 86 | 101 | 147 | 97 | 125
O=C(Nc1cccnc1)c1ccc2nc(-c3ccccc3)c(-c3ccccc3)nc2c1 | 96 | 94 | 100 | . | 59 | . | 55 | 39
Cc1c(C(=O)Nc2nc(-c3ccccc3)cs2)nnn1-c1cccc2ccccc12 | 70[50 µM] | 48[50 µM] | 45[50 µM] | 43[50 µM] | 55[50 µM] | 79[50 µM] | 49[50 µM] | -2.9*[50 µM]
CC(C)(C#N)Nc1ccccc1 | 111 | 109 | 99 | 98 | 104 | 105 | 98 | 107
Cn1ccc2c1-c1c(cc(S(=O)(=O)c3ccccc3)c(=O)n1C)CCC2 | 105 | 98 | 101 | 95 | 92 | 78 | 104 | 103
CCOC(=O)C1=C(Nc2ccc(OC)cc2)C(N)=NC1=N | 67 | 45 | 45 | 52 | 32 | 48 | 30 | 22
CN(C)CCC(C(=O)c1ccccc1)c1cccnc1 (configuration not stated) | 103 | 96 | 104 | 104 | 89 | 111 | 93 | 106
NC(=O)N1C(=O)C=CC1=O | 108&108 | 109&114 | 106&88 | 100&105 | 115&111 | 110&104 | 102&99 | 105
COc1ccc(-n2c(NC(=O)N3CCN(C)CC3)c(C#N)c3ccc(F)cc32)cc1 | 88 | 98 | 99 | 87 | 89 | 79 | 95 | 83
